Screens (PubChem BioAssay)
Rtt109 HAT inh – C. albicans Rtt109 histone acetyltransferase inhibition; 330,000 compounds, 0.16% hits; Q5AAJ8; inhibition, % at 34.9 µM; purified Rtt109/Vps75, ThioGlo CoA-SH fluorescence, 4 h;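 active means inhibition of at least 50% in every replicate; inconclusive means best replicate reaches 50% inhibition but some replicates fall short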
SR-BI HDL uptake – inhibitors of mouse SR-BI mediated HDL lipid uptake; ldlA[mSR-BI] CHO cells, DiI-HDL uptake fluorescence, 3 h; inhibition, % at 12.5 µM; 320,000 compounds, 0.96% hits; Q61009; AID 488896;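 active means mean replicate inhibition of at least 70% and a set share of replicates each scoring 70 or more; inconclusive means meets just one of the two criteria; inactive means fails both criteria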;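 further: 0% = median of neutral control wells and 100% = median of positive control wells; values of inactives mirror those of a sister screen read the other way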
Target sequence (Q61009 whole entry, looked up): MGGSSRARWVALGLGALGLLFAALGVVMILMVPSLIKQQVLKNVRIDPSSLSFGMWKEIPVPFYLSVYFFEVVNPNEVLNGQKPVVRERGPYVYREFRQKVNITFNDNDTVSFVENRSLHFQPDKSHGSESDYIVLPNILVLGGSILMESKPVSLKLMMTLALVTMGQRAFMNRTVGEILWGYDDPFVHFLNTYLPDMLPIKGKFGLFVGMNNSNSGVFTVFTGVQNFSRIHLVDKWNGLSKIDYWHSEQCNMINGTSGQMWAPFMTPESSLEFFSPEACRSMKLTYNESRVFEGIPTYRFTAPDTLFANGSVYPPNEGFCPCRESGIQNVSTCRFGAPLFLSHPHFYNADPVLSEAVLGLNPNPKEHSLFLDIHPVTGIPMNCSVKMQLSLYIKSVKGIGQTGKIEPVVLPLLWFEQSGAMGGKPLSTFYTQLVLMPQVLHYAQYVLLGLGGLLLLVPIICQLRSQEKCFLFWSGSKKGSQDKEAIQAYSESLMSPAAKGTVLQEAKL
NSD2 HMT inh – NSD2 (human) methyltransferase inhibition | NSD2 peptide methylation, AlphaScreen, 120 min | 310,000 compounds, 0.54% hits | inhibition, % at 12.5 µM | AID 743445; in the data active means inhibition above about 50%
PvdQ inh – blocks Pseudomonas aeruginosa PvdQ acylase activity; purified PvdQ acylase, fluorescence plate reader; inhibition, % at 10 µM; 340,000 compounds, 0.063% hits; in the data active means inhibition above about 30%, passing the limit was not always enough; inconclusive means no clear call, values can overlap the other calls;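 further: 0% = vehicle neutral wells and 100% = reference inhibitor wells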
SR-BI uptake up – activators of SR-BI mediated HDL lipid uptake; CHO ldlA[mSR-BI] cells, DiI-HDL uptake fluorescence, 3 h; 100 = double the neutral-control signal; activation, % at 12.5 µM; 320,000 compounds, 0.096% hits; AID 504775;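 active means mean replicate activation of at least 60% and every replicate at or above 60%; inconclusive means mean or all-replicate condition met, but not both; inactive means mean below 60% and not all replicates reaching 60%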;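 further: 0% = median plate neutral-control signal and 100% = twice that signal; values of inactives mirror those of a sister screen read the other way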
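Material – SR-BI-overexpressing, LDLR-lacking CHO cells · Medium – BSA-supplemented, HEPES-buffered Ham's F12, pH 7.4 · Doses – single concentration · Times – compound with DiI-HDL co-incubation, 3 h at 37 °C · Measured by – bottom-read fluorescence, 550/595 nm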
CAL PDZ FP-1 – inhibitors of human CAL PDZ peptide binding. AID 602252. inhibition, % at 24.9 µM. purified CAL PDZ, TMR-peptide fluorescence polarization, 1 h. 300,000 compounds, 0.92% hits. Q9HD26;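 active means mean inhibition of at least 30% with at least half of replicates also reaching 30%; inconclusive means no clear call, values can overlap the other calls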;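 further: 0% = DMSO neutral control and 100% = excess unlabeled competitor peptide PRC23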
MITF TRPM1 HTS – MITF TRPM1 promoter activation in melanoma cells; SK-MEL-5 TRPM1-promoter luciferase, 24 h; % of positive control, neutral wells = 0; activation, % at 12.5 µM; 300,000 compounds, 0.75% hits; AID 588334;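 active means mean activation of at least 80% with every replicate also reaching 80%; inconclusive means mean reaches 80% but some replicate falls short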;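 further: 0% = neutral control wells and 100% = parthenolide positive control wells; values of inactives mirror those of a sister screen read the other way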
dFosB act – enhances mouse delta FosB homodimer DNA binding | P13346 | purified delta FosB, TAMRA-CDK5 oligo fluorescence polarization; percent of positive-control signal above neutral wells | activation, % at 25 µM | 340,000 compounds, 0.99% hits;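 active means mean activation above about 17%, with every replicate also reaching it, limit read from the data, passing the limit was not always enough; inconclusive means only one of the two conditions met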;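 further: fluorescence polarization rise as delta FosB binds a TAMRA Cdk5 AP-1 oligo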
Target sequence (P13346 whole entry, looked up): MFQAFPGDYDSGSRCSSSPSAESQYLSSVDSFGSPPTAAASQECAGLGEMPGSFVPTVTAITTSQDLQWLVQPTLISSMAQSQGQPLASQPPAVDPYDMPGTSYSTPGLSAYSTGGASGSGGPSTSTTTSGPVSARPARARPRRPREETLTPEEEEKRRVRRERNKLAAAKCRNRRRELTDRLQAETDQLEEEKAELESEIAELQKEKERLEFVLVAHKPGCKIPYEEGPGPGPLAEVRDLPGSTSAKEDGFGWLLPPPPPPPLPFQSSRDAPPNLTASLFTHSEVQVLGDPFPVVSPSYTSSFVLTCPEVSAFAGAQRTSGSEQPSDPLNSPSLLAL
CAL PDZ FP-2 – inhibitors of human CAL PDZ peptide binding; purified CAL PDZ, TMR-peptide fluorescence polarization, 1 h; AID 504414; Q9HD26; inhibition, % at 20 µM; 330,000 compounds, 0.02% hits;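 active means highest replicate inhibition of at least 40%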;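 further: plate controls were DMSO neutral control wells for no effect and unlabeled competitor peptide control wells for full effect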
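Material: tagged CAL PDZ domain; buffer or medium: 25 mM sodium phosphate pH 7.4, 150 mM NaCl, TCEP, IgG, Thesit; compound dosing: single point, 20 µM; schedule: 1 h incubation at room temperature before polarization reading; measured by: FP readout, S and P plane fluorescence; read-out basis: percent inhibition from loss of millipolarization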
PfHsp90 set2 – inhibits growth of yeast expressing Plasmodium falciparum Hsp90; S. cerevisiae expressing PfHsp90, BacTiter-Glo ATP, 48 h; yeast lacking PDR1 and PDR3 efflux regulators; AID 504621; 310,000 compounds, 0.32% hits; inhibition, % at 9.4 µM;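 active means every replicate shows inhibition above about 80%, whatever the replicate mean, limit read from the data; inconclusive means mean inhibition reaches the set limit but some replicate falls short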;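 further: 0% = DMSO neutral controls and 100% = 20 µM radicicol positive controls; yeast relying on Plasmodium falciparum Hsp90 in place of its own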
Numbers without * were called inactive; ? = inconclusive; nt = no result given.

The opening 12 entries as a preview:
dFosB act,PfHsp90 set2,NSD2 HMT inh,SR-BI HDL uptake,CAL PDZ FP-2,MITF TRPM1 HTS,CAL PDZ FP-1,Rtt109 HAT inh,SR-BI uptake up,PvdQ inh,SMILES
1,-9,-2,-16,-0.8,-2,-1,-47,16,-6,Cc1ccc(S(=O)(=O)Cc2cccc(C(=O)N3CCOCC3)c2)cc1
-6,-4,nt,10,-2.6,-6,-3,nt,-10,-18,CCCNS(=O)(=O)c1ccc(OCC(=O)Nc2ccc3c(c2)OCCO3)cc1
5,-5,nt,-35,-0.7,9,0,0,35,-15,CCOC(=O)C(CC)Sc1nc(N)c(NC(=O)c2ccc(OC)c(OC)c2)c(=O)[nH]1 (stereo unspecified)
-12,-1,2,20,-2.0,-5,-3,8,-20,4,CCN(CC)S(=O)(=O)c1cccc(NC(=O)c2cc(=O)[nH]c3ccccc23)c1
0,9,-2,40,0.5,15,-3,-3,-40,-2,CCOC(=O)c1sc2ccccc2c1NC(=O)c1coc2ccccc2c1=O
-12,34,1,49,-5.3,nt,-12,-5,-49,2,O=C(Nc1ccccc1C(=O)Nc1ccc2c(c1)OCO2)c1cccs1
-2,-38,1,-26,-1.8,-30,-3,-15,26,-6,N#CC(C#N)=C1NC(N)=C(C#N)C(c2ccccc2)=C1C#N
2,-8,1,-15,-2.0,5,-2,1,15,-4,CC1(C)Cc2c(sc3nn[nH]c(=O)c23)CO1
-7,-16,1,25,-0.1,7,-4,?,-25,0,CCC1(c2ccccc2)NC(=O)N(CC(=O)N(C)Cc2c(F)cccc2Cl)C1=O (stereo unspecified)
-3,9,-2,30,0.3,3,nt,5,-30,0,CCN(CC)S(=O)(=O)c1ccc(C(=O)OCCN2C(=O)c3cccc4c(N5CCOCC5)ccc(c34)C2=O)cc1
0,-4,2,-12,0.2,6,-9,-2,12,-13,O=C(c1ccc(CS(=O)c2cccc(Cl)c2)o1)N1CCCCCC1 (stereo unspecified)
0,8,-3,4,0.2,nt,-4,15,-4,4,CCOC(=O)C1=C(C)NC2=C(C(=O)C(C(=O)OCC)C(c3ccco3)C2)C1c1ccccn1 (stereo unspecified)

The whole of this part, from the first entry:
dFosB act,PfHsp90 set2,NSD2 HMT inh,SR-BI HDL uptake,CAL PDZ FP-2,MITF TRPM1 HTS,CAL PDZ FP-1,Rtt109 HAT inh,SR-BI uptake up,PvdQ inh,SMILES
1,-9,-2,-16,-0.8,-2,-1,-47,16,-6,Cc1ccc(S(=O)(=O)Cc2cccc(C(=O)N3CCOCC3)c2)cc1
-6,-4,nt,10,-2.6,-6,-3,nt,-10,-18,CCCNS(=O)(=O)c1ccc(OCC(=O)Nc2ccc3c(c2)OCCO3)cc1
5,-5,nt,-35,-0.7,9,0,0,35,-15,CCOC(=O)C(CC)Sc1nc(N)c(NC(=O)c2ccc(OC)c(OC)c2)c(=O)[nH]1 (stereo unspecified)
-12,-1,2,20,-2.0,-5,-3,8,-20,4,CCN(CC)S(=O)(=O)c1cccc(NC(=O)c2cc(=O)[nH]c3ccccc23)c1
0,9,-2,40,0.5,15,-3,-3,-40,-2,CCOC(=O)c1sc2ccccc2c1NC(=O)c1coc2ccccc2c1=O
-12,34,1,49,-5.3,nt,-12,-5,-49,2,O=C(Nc1ccccc1C(=O)Nc1ccc2c(c1)OCO2)c1cccs1
-2,-38,1,-26,-1.8,-30,-3,-15,26,-6,N#CC(C#N)=C1NC(N)=C(C#N)C(c2ccccc2)=C1C#N
2,-8,1,-15,-2.0,5,-2,1,15,-4,CC1(C)Cc2c(sc3nn[nH]c(=O)c23)CO1
-7,-16,1,25,-0.1,7,-4,?,-25,0,CCC1(c2ccccc2)NC(=O)N(CC(=O)N(C)Cc2c(F)cccc2Cl)C1=O (stereo unspecified)
-3,9,-2,30,0.3,3,nt,5,-30,0,CCN(CC)S(=O)(=O)c1ccc(C(=O)OCCN2C(=O)c3cccc4c(N5CCOCC5)ccc(c34)C2=O)cc1
0,-4,2,-12,0.2,6,-9,-2,12,-13,O=C(c1ccc(CS(=O)c2cccc(Cl)c2)o1)N1CCCCCC1 (stereo unspecified)
0,8,-3,4,0.2,nt,-4,15,-4,4,CCOC(=O)C1=C(C)NC2=C(C(=O)C(C(=O)OCC)C(c3ccco3)C2)C1c1ccccn1 (stereo unspecified)
-1,12,-2,-6,-1.0,1,-3,2,6,-19,Clc1ccc(OCCOCCN2CCc3ccccc3C2)c(Cl)c1
-4,-5,0,-53,-3.2,-1,-1,-15,53,-8,CNc1cc(Cl)nc(SC)n1
-4,0,0,-15,0.2,12,0,-2,15,7,Cc1cccc2cc(CN(CC3CCCO3)C(=O)c3cccs3)c(=O)[nH]c12 (stereo unspecified)
-9,-21,1,-7,-1.9,-4,2,7,7,-7,CN(C)c1ccc(/C=C(/NC(=O)c2ccccc2)C(=O)N2CCCC2)cc1
-5,-32,nt,11,-1.0,12,0,14,-11,4,Cc1ccc(NC(=O)CN2C(=O)N/C(=C/c3cccn3-c3ccc(C(=O)O)cc3)C2=O)cc1
-5,-13,-2,-2,-2.8,5,-1,6,2,-2,CC1(C)Cc2c(sc3[nH]c(=S)n(Cc4ccco4)c(=O)c23)CO1
1,nt,-3,-24,-0.2,-4,0,-5,24,-12,Cc1ccc(N2CCN(S(=O)(=O)c3ccc4c(c3)n(C)c(=O)c(=O)n4C)CC2C)cc1 (stereo unspecified)
0,-3,2,7,0.0,-7,-6,6,-7,-8,Cc1cc(C)c(S(=O)(=O)NCC(=O)NCc2ccco2)c(C)c1
-10,-9,3,46,-0.4,25,-3,9,-46,-10,CCOc1ccc(-c2nnc(SCc3nnc(-c4ccccc4)o3)n2-c2ccccc2F)cc1
-2,31,nt,-3,0.5,10,-3,1,3,-5,CCc1ccc(C(=O)Cn2ccsc2=N)cc1
-9,-19,2,16,-0.3,nt,-1,0,-16,-19,COc1cc(CNc2ccc(S(N)(=O)=O)cc2)ccc1OCc1ccccc1F
9,5,-1,14,-1.6,nt,-3,2,-14,-4,CCCSc1nsc(NC(=O)Nc2ccc(F)cc2F)n1
-1,-28,0,1,-0.9,-7,nt,0,-1,-20,Cc1ccc(S(=O)(=O)NCCC(=O)NCC(c2ccc(F)cc2)N2CCOCC2)cc1 (stereo unspecified)
-9,7,4,2,0.7,nt,nt,2,-2,-14,CC(C)CC(=O)Nc1ncc([N+](=O)[O-])s1
5,-21,16,-4,-0.2,3,2,7,4,0,CCN(CC)S(=O)(=O)c1ccc(C(=O)OC2CCCCC2CN(C)C)cc1 (stereo unspecified)
-5,-3,4,-28,0.6,9,-2,13,28,4,CCOC(=O)c1c(C)nc(C)c(C(=O)OCC)c1-c1ccc(O)c(OC)c1
-2,-46,1,-4,-0.3,-12,-1,7,4,-10,O=C1Nc2c(ccc(Cl)c2Cl)C(=O)C1(F)c1ccccc1 (stereo unspecified)
-4,-10,-2,1,-1.1,nt,-3,nt,-1,-16,O=C(Nc1nc2ccc(S(=O)(=O)N3CCCCC3)cc2s1)C1CCCO1 (stereo unspecified)
8,-10,-2,-4,0.1,-2,-4,-10,4,-14,O=C(O)C1CC=C(Cl)CC1C(=O)NCC1OCCc2ccccc21 (stereo unspecified)
-4,nt,4,2,-0.5,12,4,4,-2,-5,CC(C)(C)c1ccc(/C=C(\C#N)C(=O)NCCN2CCOCC2)cc1
-2,4,-2,57,-2.6,-10,4,-6,-57,-20,O=C(Nc1ccc2c(c1)CCC2)c1cccc(S(=O)(=O)N2CCN(c3ccc(F)cc3)CC2)c1
-2,2,-4,-17,0.8,-9,-3,-3,17,-9,OC(Cc1cccnc1)c1ccccc1 (stereo unspecified)
0,83*,1,40,-4.3,145*,-3,13,-40,4,Nc1c(C(=O)Nc2ccc3c(c2)OCCO3)nnn1Cc1ccccc1Cl
-5,nt,nt,1,-0.5,0,-2,0,-1,6,CCOC(=O)C[C@H]1c2cc(F)ccc2S(=O)(=O)N1Cc1ccc(OC)cc1
-11,10,2,55,-2.1,-1,-1,nt,-55,6,COc1cccc(/C=N/NC(N)=S)c1OCc1cccc(Cl)c1
-1,nt,nt,5,-0.7,4,-6,-5,-5,12,Cc1ccc(/C=C/C2=NN(Cc3ccccc3)C(=O)CC2)cc1
-5,nt,nt,-11,0.1,4,-4,-3,11,-7,CCCCn1c(N)c(N(CCOC)C(=O)CN(C)S(=O)(=O)c2ccc(F)cc2)c(=O)[nH]c1=O
-1,13,2,-3,-1.6,5,-3,9,3,-2,COc1ccc(CN2CC(C(=O)NCCc3ccc(Cl)cc3)CC2=O)cc1 (stereo unspecified)
-8,0,0,-12,-3.1,-79,nt,2,12,-18,N#Cc1c(NC(=O)CSc2ncn[nH]2)sc2c1CCCCC2
-6,-6,1,1,-1.8,-4,-2,4,-1,-12,O=C(CN1CCN(c2ccc(Cl)cc2)CC1)N1CCCC1
-1,14,-2,-1,-1.1,nt,1,-8,1,-9,CC(=O)NNC(=S)Nc1cccc(F)c1
-12,20,-2,0,-1.3,8,0,10,0,-15,CCCCN(CCCC)C(=O)c1ccccc1NC(=O)CN1C(=O)c2ccccc2C1=O
-4,4,-2,-1,0.3,nt,-3,0,1,-9,CCOc1ccc(CC(=O)NNC(=S)NC)cc1
-1,-13,2,-11,0.8,-1,-2,11,11,3,O=C(O)c1ccc2c(=O)[nH]c(CCl)nc2c1
-8,9,-7,-10,-3.5,-3,-17,3,10,-14,CCOc1ccc(NC(=O)C2CC(=O)N(Cc3ccco3)C2)cc1 (stereo unspecified)
-32,-24,-8,-1,-1.5,76,-7,2,1,-15,Cc1nc(C)c(-c2ccc(SCc3ccccc3F)nn2)s1
-7,-3,0,-14,-0.7,nt,1,6,14,-13,CCOC(=O)C1=C(N)OC2=C(C(=O)CCC2)C1c1ccccc1OCC (stereo unspecified)
-4,-32,-4,14,-0.9,-11,1,3,-14,-7,Cc1ccsc1CNC1C2CC3CC(C2)CC1C3 (stereo unspecified)
0,-18,3,-24,-0.4,4,-7,9,24,-8,O=[N+]([O-])c1cc(NCCO)c(N2CCCCCC2)c2nonc12
-8,-1,-2,-6,0.7,15,0,10,6,15,COc1ccccc1CCC(=O)N(C)CC(=O)Nc1ccc(Cl)c(C(F)(F)F)c1
